Pf apPOL inh – Pf-apPOL inhibitors, biochemical, fluorescence; AID 1794808, 2022; inhibition, % at 10 µM; 210,000 tested, 0.25% active; Recombinant Pf-apPOL, molecular beacon fluorescence, 1.5 h; Plasmodium falciparum apicoplast DNA polymerase (apPOL)
mHTT CaM bind – mutant huntingtin-calmodulin interaction inhibitors – biochemical, AlphaScreen, primary screen; P42858; AlphaScreen His-mHTT/GST-CaM binding, luminescence; inhibition, % at 15 µM; 190,000 tested, 3.6% active;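 further: 0% = both proteins with DMSO and 100% = one protein alone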
Active calls of the source: *; i = inactive; . = not tested or not shown; & = joins results of further samples. No stated cut-off is given here; in the data, active means inhibition above about 50%; inactive means the rest.

SMILES | Pf apPOL inh | mHTT CaM bind
CCCCOc1ccc(C2=N/C(=C\c3cc(OC)c(OC)cc3OC)C(=O)O2)cc1 | 4 | -1
Cc1ccc(C(=O)N2CCN(Cc3ccc4c(c3)OCO4)CC2)c(Cl)c1 | -2 | 2
COc1cc(CN2CCCC2c2cc(C)no2)ccc1OC(C)C (configuration not stated) | -9 | 6
N#Cc1c(Cl)cccc1N1CCC(C(N)=O)CC1 | -2 | .
C[C@@H]1CC=C[C@H]2[C@H]1C(=O)N(Cc1ccccc1)[C@H]2c1ccc(Br)cc1F | 1 | -2
CC(=O)c1ccc(OC2OC3COC(c4cccc(Br)c4)OC3C(O)C2O)cc1 (configuration not stated) | -1 | 6
O=C(NCc1ccc2c(c1)OCO2)N1c2ccccc2Sc2ccccc21 | -1 | 16
CCc1ccccc1NC(=O)c1ccc(F)c(S(=O)(=O)NC2CCCCCC2)c1 | -5 | 5
COc1ccc(C(=O)COc2ccc3c(-c4cc5cccc(OC)c5oc4=O)cc(=O)oc3c2)cc1 | -7 | 2
COc1ccc(-c2nnc(N3CCC(C(=O)NC(C)c4ccccn4)CC3)o2)cc1 (configuration not stated) | -7 | -1
Cc1ccc(Cn2c(CN3CCC(C(=O)NCc4ccco4)CC3)cc3ccccc32)cc1 | 2 | 38
C=CCN(C)C(=O)c1nn(C)c2c1COc1ccccc1-2 | -2 | -5
O=C(Nc1ccc(SCC(=O)N2CCCc3ccccc32)nn1)c1ccco1 | -7 | -5
CCOC(=O)c1cc2c(N)c(C(=O)OCC)sc2nc1C | -6&3 | .
CCc1c(O)nc(SCC(=O)Nc2cccc(OC)c2)n(-c2ccccc2)c1=O | -11 | 0
CN(C)C(=O)CN(c1cccc(Cl)c1Cl)S(=O)(=O)c1ccccc1 | -22 | 17
Cc1c(C(=O)Nc2c(F)cccc2F)sc2ncnc(N3CCCCC3)c12 | 2 | 8
O=C(NCc1ccncc1)C1CCCN(c2nc3ccccc3n2C2CCCC2)C1 (configuration not stated) | 1 | 18
CNC(=O)C(C)n1cc(C)sc1=NC(=O)c1ccccc1Cl (configuration not stated) | 5 | -1
Cc1nc(-c2ccc3c(c2)CCN3C(=O)C2CCOC2)cs1 (configuration not stated) | 1 | 9

Another view of some results above.
Results follow in this order: Pf apPOL inh | mHTT CaM bind
> CN(C)C(=O)CN(c1cccc(Cl)c1Cl)S(=O)(=O)c1ccccc1
 : -22 | 17
> Cc1c(C(=O)Nc2c(F)cccc2F)sc2ncnc(N3CCCCC3)c12
 : 2 | 8

Continued:
SMILES | Pf apPOL inh | mHTT CaM bind
COc1cc2nc(-c3ccc(C)o3)cc(C(=O)N3CCCCCCC3)c2cc1OC | 12 | 24
O=C1NC(=O)/C(=C/c2ccc(OCc3ccc(C(=O)O)cc3)cc2)N1 | -5 | 6
Cc1nc(N2CCCCC2)[nH]c(=O)c1C=O | 7 | 0
CC(=O)c1ccc(OC(=O)N2CCOCC2)cc1 | -9 | -6
Cc1nn(C)c(C)c1CNC(=O)c1ccnc(N2CCNC(c3ccccc3)C2)c1 (configuration not stated) | 0 | 6
O=C1OC(c2ccc(F)cc2)=N/C1=C\c1cccc(Cl)c1 | -5 | 1
O=C(CSC1CCCC1)N1CCC(c2nnc(-c3ccco3)o2)CC1 | 0 | 100*
Cc1ccccc1-n1cc(-c2ccc(Br)cc2)[nH]c1=O | -3 | 33
CCCNC(=O)c1nn2c(C(F)(F)F)cc(-c3ccccc3)nc2c1Br | 19 | -4
COc1ccccc1C(=O)N1CCCC1c1nc(-c2cccc(C)c2)no1 (configuration not stated) | 0 | 4
CCOc1ccc(CN2C(=O)CCC2(C)C(=O)NC2CCCC(C)C2C)cc1OC (configuration not stated) | -14 | 5
CCN(C(=O)C1C2CC3OC(=O)C1C3C2)c1cccc(C)c1 (configuration not stated) | -1 | -5
N#C/C(=C\c1ccccc1[N+](=O)[O-])c1nc(-c2ccccc2)cs1 | -1 | 19
CCN1c2ccccc2C(=O)NC12CCN(C(=O)Nc1cc(Cl)ccc1OC)CC2 | 1 | 3
CC12CC(NC(=O)N1c1cccc(C(=O)NCc3ccco3)c1)c1ccccc1O2 (configuration not stated) | -1 | 3
Cc1ccc(C)c(S(=O)(=O)n2ccnc2C(C)C)c1 | 1 | 4
CCc1ccc(NC(=O)C2CCCN(C(=O)c3cccc(Cl)c3)C2)cc1 (configuration not stated) | -1 | 26
O=C(CSc1nc2ccccc2s1)N1CCN(c2ncccn2)CC1 | -13 | -13
Cc1cc(OCC(=O)NCc2ccccc2)nc(N2CCC(C)CC2)n1 | -2 | -6
CCNC(=O)c1cc(N(C)C)nc2ccccc12 | -2 | 3
CC(=O)Nc1ccc(C(=O)Nc2cc(C(F)(F)F)ccc2Cl)cc1 | -4 | 2
COc1ccc(-n2c(C)c([N+](=O)[O-])c3ccc(O)c(CNCCCO)c32)cc1 | -6 | 31
N#CCCN(CC1CCCO1)S(=O)(=O)c1cccc2nsnc12 (configuration not stated) | -15 | .
CCc1c(C)nc(SCc2ccccc2C)c(C#N)c1C | -1 | -93
CCOc1ccc(-c2noc(-c3ncn4c3COC(c3ccc(F)cc3)C4)n2)cc1 (configuration not stated) | -2 | 0
O=[N+]([O-])c1ccc(NCCCN2CCOCC2)c(F)c1 | 2 | 5
CC(=O)NCCc1csc(C2CCN(C(=O)c3c(F)cccc3Cl)CC2)n1 | -1 | 5
COc1ccc(C2/C=C\CN(C(=O)C3CCCC3)CC(=O)N2Cc2ccc(F)cc2)cc1 (configuration not stated) | -3 | 63*
O=C(NCc1ccc(F)cc1Cl)c1cn2c(n1)COCC2 | -2 | 2
O=c1[nH]nc(Sc2cc(C(F)(F)F)ccn2)n1-c1ccccc1C(F)(F)F | -6 | .
O=C(CN1C(=O)CCC1=O)Nc1nnc(-c2cc(Cl)ccc2Cl)o1 | -2 | -18
Cc1cccc(C(=O)NCCc2ccccc2)c1 | -3 | -2
COCCC1CCN(C(=O)CN(C)C(=O)c2ccco2)CC1 | 0 | -1
CCCCNC(=O)c1cn(-c2ccc(Cl)cc2)c(=O)c2ccccc12 | -4 | -5
CCN(CC)c1nc(C)nc2sc(C(=O)Nc3cc(C)ccc3OC)c(C)c12 | -6 | -8
COc1ccc(NC(=O)c2cc3c(CO)cnc(C)c3oc2=Nc2cc(C)cc(C)c2)cc1 | -4 | 5
CC(=O)Nc1ccc(C(=O)Nc2ccc(-c3nc4ccc(C)cc4s3)cc2)cc1 | 0 | 10
COc1cccc(C2Nc3ccccc3NC3=C2C(=O)CC(c2ccc(Cl)cc2)C3)c1OC (configuration not stated) | 5 | 80*
COc1ccc(NC(=O)Cn2nc(C)c([N+](=O)[O-])c2C)cc1OC | -4&-9 | -1&1
O=[N+]([O-])c1cccc2c1NC(c1cccc(Cl)c1Cl)C1CC=CC21 (configuration not stated) | -3 | 73*

A different layout for some results above:
Values run as follows: Pf apPOL inh, mHTT CaM bind
CCCCOc1ccc(C2=N/C(=C\c3cc(OC)c(OC)cc3OC)C(=O)O2)cc1
  4, -1
Cc1ccc(C(=O)N2CCN(Cc3ccc4c(c3)OCO4)CC2)c(Cl)c1
  -2, 2
COc1cc(CN2CCCC2c2cc(C)no2)ccc1OC(C)C (configuration not stated)
  -9, 6
N#Cc1c(Cl)cccc1N1CCC(C(N)=O)CC1
  -2, .
C[C@@H]1CC=C[C@H]2[C@H]1C(=O)N(Cc1ccccc1)[C@H]2c1ccc(Br)cc1F
  1, -2
CC(=O)c1ccc(OC2OC3COC(c4cccc(Br)c4)OC3C(O)C2O)cc1 (configuration not stated)
  -1, 6
O=C(NCc1ccc2c(c1)OCO2)N1c2ccccc2Sc2ccccc21
  -1, 16
CCc1ccccc1NC(=O)c1ccc(F)c(S(=O)(=O)NC2CCCCCC2)c1
  -5, 5
COc1ccc(C(=O)COc2ccc3c(-c4cc5cccc(OC)c5oc4=O)cc(=O)oc3c2)cc1
  -7, 2
COc1ccc(-c2nnc(N3CCC(C(=O)NC(C)c4ccccn4)CC3)o2)cc1 (configuration not stated)
  -7, -1
Cc1ccc(Cn2c(CN3CCC(C(=O)NCc4ccco4)CC3)cc3ccccc32)cc1
  2, 38
C=CCN(C)C(=O)c1nn(C)c2c1COc1ccccc1-2
  -2, -5
O=C(Nc1ccc(SCC(=O)N2CCCc3ccccc32)nn1)c1ccco1
  -7, -5
CCOC(=O)c1cc2c(N)c(C(=O)OCC)sc2nc1C
  -6&3, .

(listing goes on)
SMILES | Pf apPOL inh | mHTT CaM bind
O=C(Nc1ccc2nccnc2c1)c1cnn(-c2ccccc2)c1C(F)(F)F | -6 | .
CC1CCCN(c2cc(C(=O)NCc3ccncc3)c3ccccc3n2)C1 (configuration not stated) | -2 | 4
CCN(CC)c1ccc(C#N)cc1 | 1&-5 | .
COc1ccc(C(C)=NOCc2cccc(C(=O)O)c2)cc1OC | -11&-15 | .
CCOC(=O)c1nn(-c2ccccc2)c2nc(=O)c(C#N)c(-c3ccccc3)n12 | -6 | .
CCN1CCn2c(nc3cc(C(=O)NCc4ccccc4C)ccc32)C1=O | 2 | -5
O=C(NCCCN1CCN(c2ccc(F)cc2)CC1)c1noc2c1CCCCC2 | -2 | 18
COc1ccc(-c2c[n+](CC(=O)OC3CC(C)CCC3C(C)C)c3n2CCC3)cc1 (configuration not stated) | -5 | 11
Cc1nc(NCCNC(=O)c2c(-c3ccccc3Cl)noc2C)cc(N(C)C)n1 | -4 | -6
CN1C(=O)CC(C(=O)O)SC1=Nc1ccc(OC(F)(F)Cl)cc1 (configuration not stated) | -3 | 1
CN(Cc1ccccc1)Cc1cc(=O)oc2ccccc12 | -4 | -28
CCOc1ccc(C(O)CN2CCN(c3ccccn3)CC2)cc1 (configuration not stated) | 3 | 6
O=C1S/C(=C\c2ccc(F)cc2)C(=O)N1CNc1ccc(I)cc1 | 2 | 4
Cc1ccc(C(=O)N2CCN(c3nc(CN4CCCC4)cs3)CC2)c(C)c1 | 4 | 24
COc1ccc2c(c1)c(=O)oc1cc(OCc3cc(C(=O)O)oc3C)ccc12 | -1 | 18
N#Cc1c(C(F)(F)F)cc(-c2cccs2)nc1SCC(=O)O | 2 | -9
O=C(NC1CCCCC1)C1CCN(c2ncnc3c2oc2ccccc23)CC1 | -2 | -7
CCc1onc(C)c1C1CCCN1C(=O)CCc1ccc(OC)cc1 (configuration not stated) | 3 | -4
Cc1sc2ccn(CC(C)C)c(=O)c2c1C(=O)N1CCCCC1 | 0 | 14
COc1ccc(C2=NN(C(C)=O)C3(CCCC3)O2)cc1OC | 1 | -4
CCOc1ccc(Nc2cc(C(=O)N3CCSCC3)nc3ccccc23)cc1 | -18 | 9
COc1ccc(C2c3cc(OC)c(OC)cc3CCN2C(C)=O)cc1 (configuration not stated) | 4 | -8
Cc1ccccc1C(=O)N1CCN(CCc2cn(C)c3ncccc23)CC1 | -2 | 10
O=c1/c(=C/c2cccc(F)c2)sc2nc(-c3cccs3)nn12 | -3 | 1
COc1ccc(NC(=O)C(C)Oc2ccc(F)cc2)c(OC)c1 (configuration not stated) | -2 | -9
CN(C)CCNc1nc2c(c(=O)n(C)c(=O)n2C)n1Cc1c(F)cccc1Cl | 0 | -3
Cn1ccc2c(N3CCCC3)cc3c(c21)C1CCC3O1 (configuration not stated) | -3 | 39
Cc1cc(C)cc(N(CC(=O)N2CCN(Cc3ccccc3)CC2)S(C)(=O)=O)c1 | 1 | 12
O=C1NC2(CCN(C(=O)c3cc(F)cc(F)c3)CC2)Nc2cc(Cl)ccc21 | -6 | -6
COc1ccc(OC)c(N=Cc2c(O)n(-c3ccccc3OC)c(=O)c3ccccc23)c1 | 9 | 0
Cc1cc(N2CCN(C(=O)c3ccccc3F)CC2)c(F)cc1[N+](=O)[O-] | 3 | 10
O=C(NCCn1ncccc1=O)c1cc(C2CC2)on1 | -3 | -8
Cc1noc(-c2ccc(NC(=O)CSc3ccc(F)cc3)cc2)n1 | 2 | -24
COc1ccccc1NC(=O)CSC1=NN2CCCC(=O)N=C2S1 | -11 | 2
Cc1nc(Nc2ccc(F)c(Cl)c2)c2c(C)c(C)sc2n1 | -2 | 15
O=C(NCc1ccco1)c1cc2nc(-c3cccs3)cc(C(F)(F)F)n2n1 | -4 | 3
CC1(C)Cc2c(sc3ncn4nc(CO/N=C/c5ccccc5Cl)nc4c23)C(C)(C)N1 | -4 | i
Cc1ccc(NCCNC(=O)c2c[nH]c3ccccc23)nn1 | -14 | -11
COc1cccc(C(=O)Nc2nccn(-c3ccc(F)c(Cl)c3)c2=O)c1 | 0 | 2
Cc1cc(C)cc(NC(=O)NCCNc2ccc(C)nn2)c1 | -9 | -15
Cc1ccc(CN2C(=O)NC3(CCN(C(=O)c4cc(C)ccc4C)CC3)C2=O)cc1 | -5 | 33
CCCOC(=O)c1ccc(Oc2c(C)oc3cc(OCC(N)=O)ccc3c2=O)cc1 | -11 | 23
O=C1C2C3c4ccccc4C([N+](=O)[O-])(c4ccccc43)C2C(=O)N1CCCCO (configuration not stated) | -2 | 18
COc1cccc(NC(=O)CSc2nc(CC(=O)Nc3ccc(F)c(F)c3)cs2)c1 | -2 | 2
CCOc1nccnc1N1CCC(NS(=O)(=O)c2cnc[nH]2)C1 (configuration not stated) | -1 | -2
CC(C)CCNC(=O)c1ccc(-c2nc(-c3ccccc3)no2)cc1 | -3 | -14
O=C(NCCCN1CCOCC1)C1CC(c2ccc(F)cc2)=NO1 (configuration not stated) | 7 | -4
COc1ccccc1-c1cc(C(F)(F)F)nc(S(=O)(=O)CCCC(=O)N2CCOCC2)n1 | -5 | 1
Cc1cccc(NC(=O)c2cc(S(=O)(=O)N3CC(C)CC(C)C3)ccc2F)c1 (configuration not stated) | 34 | -7
COc1ccc(C(=O)CSc2nc(C)cc(=O)[nH]2)cc1C | -1 | 0
O=C(c1ccc(Cl)cc1)N1CCN(c2cc(-c3cccnc3)[nH]n2)CC1 | -3 | 4
O=C1CCCN1CCCNc1nc(C2CC2)nc2c1CCC2 | -3 | 2
COc1ccc2cc3cc(C(=O)NCC4(c5ccccc5)CCCC4)oc3nc2c1 | 0 | 1
COc1ccc(C2C(C(=O)Nc3ccc(F)c(Cl)c3)c3ccccc3C(=O)N2C)cc1 (configuration not stated) | -3 | 11
Cc1[nH]c2ccccc2c1C=C1C(=O)OC2(CCCC2)OC1=O | 5 | 20
Cc1ccccc1COc1ccccc1C1CC(=O)Nc2n[nH]c(C)c21 (configuration not stated) | -2 | 3

Not all compounds are listed; count on the stated rates, not on these rows.
